AHR act: activators of human aryl hydrocarbon receptor | AHR-responsive luciferase reporter cells, luminescence | activation, % at 5 µM | P35869 | 320,000 tested, 2.5% active | AID 2796; in the data active = activation above about 47%;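 also: 0% = vehicle wells and 100% = reference agonist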
MEX-5 binding: C. elegans MEX-5 TCR-2 RNA binding activity; Q9XUB2; MEX-5/FITC-TCR2 RNA binding, fluorescence polarization; stronger effect = lower value; activity score (negative = inhibition of binding), % at 10 µM; 300,000 tested, 0.38% active;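 active = inhibition past about -25% in most replicates, and total fluorescence under double the plate's negative control median, limit read from the data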;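 also: 0% = DMSO and -100% = 5 µM competing unlabeled TCR2 RNA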
MCL1 BIM primary: inhibitors of human MCL1 binding to BIM-BH3 peptide; Q07820; GST-MCL1 / FITC-Bim-BH3 fluorescence polarization; inhibition, % at 10.9 µM; 320,000 tested, 0.68% active; AID 2057;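 active = inhibition above the mean inhibition of all tested compounds plus 3 SD, set per campaign, cut at about 40% in these data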;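 also: 0% = DMSO wells and 100% = unlabeled Bim-BH3 peptide control; higher means more loss of mP so more displacement of Bim peptide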
Target sequence (Q07820 whole entry, looked up): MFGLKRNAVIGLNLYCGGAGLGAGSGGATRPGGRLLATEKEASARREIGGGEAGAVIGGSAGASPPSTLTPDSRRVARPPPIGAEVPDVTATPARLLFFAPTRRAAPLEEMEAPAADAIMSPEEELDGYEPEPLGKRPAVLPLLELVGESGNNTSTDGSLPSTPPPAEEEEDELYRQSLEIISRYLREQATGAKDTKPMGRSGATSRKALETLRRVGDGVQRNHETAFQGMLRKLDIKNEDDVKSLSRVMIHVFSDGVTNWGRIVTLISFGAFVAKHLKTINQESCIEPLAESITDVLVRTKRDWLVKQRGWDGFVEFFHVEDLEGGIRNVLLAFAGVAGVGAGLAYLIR
PME-1 primary: blocks human protein phosphatase methylesterase 1; AID 2130; 320,000 tested, 0.53% active; inhibition, % at 5.9 µM; recombinant PME-1, FP-Rh probe fluorescence polarization; Q9Y570;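 active = inhibition above the campaign mean of all compounds plus 3 SD, cut at about 26% in these data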;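 also: competitive labeling of PME-1 active site by serine hydrolase directed probe; 0% = PME-1 with DMSO and 100% = wells lacking PME-1 enzyme; inhibitors block probe labeling so polarization falls and inhibition rises; many of its hits are not listed in these tables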
Target sequence (Q9Y570 whole entry, looked up): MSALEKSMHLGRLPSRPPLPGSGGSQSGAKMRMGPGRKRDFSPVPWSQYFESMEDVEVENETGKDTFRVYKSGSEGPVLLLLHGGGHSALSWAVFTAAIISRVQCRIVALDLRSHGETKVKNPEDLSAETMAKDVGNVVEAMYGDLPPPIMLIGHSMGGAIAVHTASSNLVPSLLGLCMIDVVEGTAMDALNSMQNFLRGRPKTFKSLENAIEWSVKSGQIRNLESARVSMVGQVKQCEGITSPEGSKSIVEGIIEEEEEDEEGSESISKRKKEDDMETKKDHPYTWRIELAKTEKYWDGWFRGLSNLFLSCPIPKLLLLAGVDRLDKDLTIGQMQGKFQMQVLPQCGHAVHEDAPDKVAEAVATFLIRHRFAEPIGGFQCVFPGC
Fam108B inh: Fam108B inhibition, counter-screen for RBBP9 inhibitors; inhibition, % at 9.51 µM; recombinant Fam108B, FP-Rh probe fluorescence polarization; 300,000 tested, 0.33% active;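 active = inhibition above the screen mean inhibition plus 3 SD, computed separately per campaign, cut at about 18% in these data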;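 also: inhibitors lower polarization as less probe binds the enzyme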
BCLXL inh: Bcl-xL (human) inhibition. Q07817. GST-Bcl-xL / FITC-Bim BH3 peptide fluorescence polarization. inhibition, % at 10.9 µM. 320,000 tested, 0.7% active. AID 2129;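 active = inhibition above the mean of all tested compounds plus 3 SD, cutoff set per campaign, cut at about 30% in these data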;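 also: 0% = DMSO wells and 100% = unlabeled Bim-BH3 peptide competitor; inhibitors lower millipolarization by displacing the labeled peptide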
pPAFAH FP inh: inhibitors of human plasma PAF acetylhydrolase (pPAFAH). Q13093. recombinant pPAFAH, FP-rhodamine probe fluorescence polarization. inhibition, % at 3.39 µM. 330,000 tested, 1.5% active;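 active = inhibition above the mean inhibition across the screen plus 3 SD, cut at about 25% in these data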;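 also: inhibitors block binding of the rhodamine activity-based probe so polarization drops; 0% = enzyme with DMSO and 100% = wells lacking pPAFAH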
PAFAH1B2 inh: blocks human PAF acetylhydrolase 1b catalytic subunit 2; 340,000 tested, 1.2% active; AID 492953; recombinant PAFAH1B2, FP-rhodamine activity probe, fluorescence polarization; inhibition, % at 3.39 µM;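 active = inhibition above the mean of all tested compounds plus 3 SD, cut at about 24% in these data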;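 also: 0% = enzyme with DMSO and 100% = wells lacking PAFAH1B2; many of its hits are not listed in these tables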
Target sequence (P68402 whole entry, looked up): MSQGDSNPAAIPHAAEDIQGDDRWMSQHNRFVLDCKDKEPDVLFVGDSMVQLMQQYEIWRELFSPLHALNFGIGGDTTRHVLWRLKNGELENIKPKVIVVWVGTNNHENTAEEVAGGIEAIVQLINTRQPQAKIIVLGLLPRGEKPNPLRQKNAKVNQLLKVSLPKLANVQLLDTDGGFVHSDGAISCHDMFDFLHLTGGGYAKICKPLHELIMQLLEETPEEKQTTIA
GLD-1 RNA inh: GLD-1-TGE RNA interaction inhibition (C. elegans); purified GLD-1 + fluorescein TGE RNA, fluorescence polarization; inhibition, % at 5.96 µM; 320,000 tested, 0.44% active; AID 2280;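 active = percent inhibition above a per-plate cutoff, the plate mean of test compounds plus 3 SD, cut at about 30% in these data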;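 also: 0% = DMSO wells with GLD-1 and probe and 100% = wells lacking GLD-1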
* = called active by the depositor; x = not tested or not shown.

(1) CCOc1ccccc1N1CC(C(=O)Nc2ccc3c(c2)OCCO3)CC1=O (configuration not stated)
(2) COC(OC)c1ccnc(-c2ccc(OC(C)=O)cc2)n1
(3) Cc1ccc(NC(=O)Cn2nc(-c3ccccc3Cl)ccc2=O)c(Br)c1
(4) CC(=O)c1ccc(NC(=S)NCCc2ccc(S(N)(=O)=O)cc2)cc1
(5) O=C(COC(=O)C1(c2ccccc2)CC1)NNC(=O)c1ccccc1F
(6) O=C(COC(=O)CNC(=O)C1CCCCC1)NCc1ccc(Cl)cc1
Compound,1,2,3,4,5,6
AHR act,1,3,20,0,-2,2
MEX-5 binding,2.9,-4.4,-0.9,-0.9,-1.9,x
MCL1 BIM primary,-2,5,0,2,3,x
PME-1 primary,2,0,0,-7,6,x
Fam108B inh,-1,-4,3,5,1,x
BCLXL inh,-1,0,4,7,8,x
pPAFAH FP inh,2,-5,6,2,7,4
PAFAH1B2 inh,-5,-2,-3,2,8,9
GLD-1 RNA inh,0,-6,2,7,11,-5

(7) CC(C)N1CCc2c(sc(NC(=O)c3ccc4ccccc4c3)c2C(N)=O)C1
(8) COc1ccc([N+](=O)[O-])cc1NC(=O)COC(=O)/C=C/c1ccco1
(9) Cn1c(=O)c2c(ncn2CC(=O)OCC(=O)c2ccc(Cl)cc2)n(C)c1=O
(10) Cc1ccccc1Cn1c2ccccc2c2cnn(CC(=O)NCc3ccco3)c(=O)c21
(11) Cc1cc(C)nc(NC(=S)Nc2cccc(Cl)c2Cl)c1
(12) O=C(COC(=O)c1ccc(O)cc1O)Nc1ncc(Cl)cc1Cl
Compound,7,8,9,10,11,12
AHR act,6,-2,-1,-1,13,8
MEX-5 binding,-37*,-2.0,0.2,-0.3,0.5,-1.8
MCL1 BIM primary,-113,3,0,0,6,11
PME-1 primary,-1,3,0,-13,-2,-2
Fam108B inh,-1,-6,0,-15,0,1
BCLXL inh,-62,0,-1,6,9,18
pPAFAH FP inh,9,3,-6,-1,3,12
PAFAH1B2 inh,8,6,8,-2,6,-2
GLD-1 RNA inh,-98,-1,3,-1,6,15

(13) Cc1ccccc1-n1c(C)nnc1SCc1cc(=O)oc2ccc3ccccc3c12
(14) COc1ccc(S(=O)(=O)N(C)c2ccc(C(=O)N3CCC(C(N)=O)CC3)cc2)cc1
(15) COc1ccc(NC(=O)CSc2c(C)n[nH]c2C)cc1
(16) CCNC(=O)CC1C(=O)N(c2ccccc2)C(=O)N1CCOC (configuration not stated)
(17) CC(C)(C)c1ccc(OC(=O)c2ccccc2)cc1
(18) COC(=O)c1ccc(N2CCN(c3ccccc3)CC2)nc1
Compound,13,14,15,16,17,18
AHR act,17,0,-3,-1,1,2
MEX-5 binding,1.6,0.6,0.1,0.4,-3.4,-1.2
MCL1 BIM primary,9,4,-2,-4,15,4
PME-1 primary,0,-1,-4,1,0,-1
Fam108B inh,1,-1,1,1,5,3
BCLXL inh,2,8,0,-1,10,8
pPAFAH FP inh,-2,0,4,1,2,2
PAFAH1B2 inh,3,7,0,5,0,1
GLD-1 RNA inh,22,4,3,0,10,1

MEX-5 binding, entries above that show a hit.
nr	SMILES	AHR act	MEX-5 binding	MCL1 BIM primary	PME-1 primary	BCLXL inh	pPAFAH FP inh	PAFAH1B2 inh	GLD-1 RNA inh
7	CC(C)N1CCc2c(sc(NC(=O)c3ccc4ccccc4c3)c2C(N)=O)C1	6	-37*	-113	-1	-62	9	8	-98

(further entries)
(19) c1ccc(Oc2ccc(-c3ccnc4nc(N5CCN(c6ccccc6)CC5)nn34)cc2)cc1
(20) O=C(CSc1nnc2c(n1)[nH]c1ccccc12)Nc1ccc2c(c1)OCO2
(21) Cn1c2ccccc2c2cnn(CC(=O)NCCCN3CCN(c4ccccc4F)CC3)c(=O)c21
(22) CC(=O)c1ccc(NC(=S)N2C(C)CCCC2C)cc1 (configuration not stated)
(23) Cc1cc(NC(=O)CSc2ccc(-c3ccc4c(c3)OCO4)nn2)no1
(24) C/C(CC(=O)Nc1ccc(Cl)c(Cl)c1)=N\NC(=O)Cc1ccccc1
Compound,19,20,21,22,23,24
AHR act,4,18,1,1,1,4
MEX-5 binding,1.2,-1.0,-2.3,1.9,-2.9,2.1
MCL1 BIM primary,-8,13,2,12,-4,14
PME-1 primary,-7,-10,-4,-3,-10,-7
Fam108B inh,-1,-2,4,5,-5,1
BCLXL inh,-8,9,5,0,0,7
pPAFAH FP inh,-3,10,2,-4,2,-5
PAFAH1B2 inh,5,-4,1,x,x,5
GLD-1 RNA inh,0,3,1,4,0,-2

Another view of four compounds above.
Each structure is followed by: AHR act | MEX-5 binding | MCL1 BIM primary | PME-1 primary | Fam108B inh | BCLXL inh | pPAFAH FP inh | PAFAH1B2 inh | GLD-1 RNA inh
3	Cc1ccc(NC(=O)Cn2nc(-c3ccccc3Cl)ccc2=O)c(Br)c1
  20 | -0.9 | 0 | 0 | 3 | 4 | 6 | -3 | 2
2	COC(OC)c1ccnc(-c2ccc(OC(C)=O)cc2)n1
  3 | -4.4 | 5 | 0 | -4 | 0 | -5 | -2 | -6
5	O=C(COC(=O)C1(c2ccccc2)CC1)NNC(=O)c1ccccc1F
  -2 | -1.9 | 3 | 6 | 1 | 8 | 7 | 8 | 11
18	COC(=O)c1ccc(N2CCN(c3ccccc3)CC2)nc1
  2 | -1.2 | 4 | -1 | 3 | 8 | 2 | 1 | 1

Further compounds.
(25) CC(NS(=O)(=O)c1cccc(C(=O)NCc2ccncc2)c1)c1ccccc1 (configuration not stated)
(26) COC(=O)c1ccc(CSc2nc3ccc(C)cc3[nH]2)o1
(27) CN1CCN(c2ccc(Cl)cc2NS(=O)(=O)c2ccccc2Cl)CC1
(28) COc1ccc(C(=O)NNC(=O)c2ccc(S(=O)(=O)N3CCCCC3)cc2)cc1
(29) COCCOC(=O)c1c(C)n(C)c2ccc(OC(=O)c3cccs3)cc12
(30) CC(=O)Nc1ccc(OC(=O)c2ccc(Cl)cc2)cc1
Compound,25,26,27,28,29,30
AHR act,3,21,11,0,5,1
MEX-5 binding,x,-3.0,-1.1,-0.2,0.5,-3.2
MCL1 BIM primary,-3,-3,6,-5,-3,-4
PME-1 primary,1,6,4,-7,-2,0
Fam108B inh,x,-1,-3,-1,1,-1
BCLXL inh,3,-9,4,1,0,0
pPAFAH FP inh,1,9,3,-3,1,1
PAFAH1B2 inh,9,6,4,7,4,2
GLD-1 RNA inh,11,-2,5,3,-2,1

Six entries drawn at random from the list so far:
(28) COc1ccc(C(=O)NNC(=O)c2ccc(S(=O)(=O)N3CCCCC3)cc2)cc1
(30) CC(=O)Nc1ccc(OC(=O)c2ccc(Cl)cc2)cc1
(29) COCCOC(=O)c1c(C)n(C)c2ccc(OC(=O)c3cccs3)cc12
(27) CN1CCN(c2ccc(Cl)cc2NS(=O)(=O)c2ccccc2Cl)CC1
(26) COC(=O)c1ccc(CSc2nc3ccc(C)cc3[nH]2)o1
(25) CC(NS(=O)(=O)c1cccc(C(=O)NCc2ccncc2)c1)c1ccccc1 (configuration not stated)
Compound,28,30,29,27,26,25
AHR act,0,1,5,11,21,3
MEX-5 binding,-0.2,-3.2,0.5,-1.1,-3.0,x
MCL1 BIM primary,-5,-4,-3,6,-3,-3
PME-1 primary,-7,0,-2,4,6,1
Fam108B inh,-1,-1,1,-3,-1,x
BCLXL inh,1,0,0,4,-9,3
pPAFAH FP inh,-3,1,1,3,9,1
PAFAH1B2 inh,7,2,4,4,6,9
GLD-1 RNA inh,3,1,-2,5,-2,11

(more compounds)
(31) COc1ccc(-c2nn(-c3ccccc3)cc2/C=N/N2C(=O)CSC2=S)cc1
(32) COC(=O)c1[nH]c(C)c(/C(O)=C2\C(=O)C(=O)N(CCN3CCOCC3)C2c2cccnc2)c1C (configuration not stated)
(33) CC1CCCCN1S(=O)(=O)c1cccc(S(=O)(=O)N2CCOCC2)c1 (configuration not stated)
(34) Cc1nc(CSc2ccc(Cl)cc2)cc(N2CCOCC2)n1
(35) CC1=CC(C)(C)NC(=S)N1c1cccc2ccccc12
(36) Cc1cccc(N2C(=O)C(Cl)=C(N3CCOCC3)C2=O)c1
Compound,31,32,33,34,35,36
AHR act,2,8,0,3,5,0
MEX-5 binding,-0.6,-0.5,0.3,0.2,0.9,-3.7
MCL1 BIM primary,3,4,3,4,8,2
PME-1 primary,1,0,-5,5,-10,-1
Fam108B inh,6,3,1,4,2,-5
BCLXL inh,9,4,3,2,3,9
pPAFAH FP inh,22,-1,2,1,-4,-10
PAFAH1B2 inh,2,-1,10,17,2,3
GLD-1 RNA inh,-3,3,1,-1,7,-4

(37) OCC[C@H]1C[C@@H](O)[C@H](O)[C@@]2(CCCCO2)O1
(38) CC(=O)c1c(C)nc(-c2ccc3c(c2)OCO3)n1O
(39) CCN(CC)c1ccc(/C=N/N2CC(=O)NC2=S)cc1
(40) COCC(=O)Nc1ccc(C(N)=O)cc1
(41) NNC(=O)c1nc(-c2cccc(-n3cccc3)c2)no1
(42) CN(C)S(=O)(=O)c1ccc(NC(=O)COc2ncnc3sccc23)cc1
Compound,37,38,39,40,41,42
AHR act,0,28,6,1,14,2
MEX-5 binding,3.9,0.0,x,0.1,0.4,-4.4
MCL1 BIM primary,-8,-4,12,1,10,-5
PME-1 primary,2,-4,-9,-5,-20,-3
Fam108B inh,0,-2,x,0,-6,-5
BCLXL inh,-1,4,6,5,4,-11
pPAFAH FP inh,4,2,5,-5,2,1
PAFAH1B2 inh,0,4,6,1,5,1
GLD-1 RNA inh,3,0,3,1,5,-1

(43) COc1ccccc1NCC(=O)n1nc(C)cc1C
(44) COc1ccc(OCc2cc(C(=O)NC3CCc4ccccc43)no2)c(Cl)c1 (configuration not stated)
(45) O=C(c1cccc(N2CCCC2=O)c1)N1CCN(c2ccc(F)cc2)CC1
(46) CC1CC(CCC(=O)NC(=S)Nc2ccc(S(N)(=O)=O)cc2)C(=O)O1 (configuration not stated)
(47) CC(C)C[C@H](NC(=O)c1nc[nH]c1C(=O)N(C)Cc1ccccc1)C(=O)OC(C)(C)C
(48) Clc1ccc(N2CCN(Cc3c[nH]c4ncccc34)CC2)cc1
Compound,43,44,45,46,47,48
AHR act,2,17,1,-1,4,1
MEX-5 binding,-0.5,3.6,-1.7,-0.9,3.7,x
MCL1 BIM primary,4,2,0,10,3,1
PME-1 primary,2,4,-3,-2,3,-2
Fam108B inh,0,-5,4,2,0,1
BCLXL inh,7,5,1,4,2,7
pPAFAH FP inh,-4,11,2,-3,7,4
PAFAH1B2 inh,-1,-2,0,3,7,0
GLD-1 RNA inh,9,1,-1,8,3,4

This is a subset (hit frequency here may not be typical).
